aGlu spleen mod: lysosomal alpha-glucosidase (human) modulation; P10253; human spleen homogenate, 4-MU-alpha-glucoside fluorescence; Potency, µM (titrated, usually from 79.9 µM), for the others: top-dose activity change, negative = inhibition, most hits filed as inhibitors; actives 0.006% (n = 240,000); AID 2112;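 also: 0% = enzyme with vehicle and -100% = no enzyme basal signal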
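Enzyme source: human spleen homogenate, 1 ug/well. Buffer 50 mM citric acid/K phosphate pH 5.0, 0.01% Tween-20. 4-MU-alpha-glucoside 1 mM; 37 C x 40 min; NaOH/glycine stop; fluorescence.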
HTT aggregate: reduces HttQ103-GFP aggregates in PC12 cells. PC12 HttQ103-GFP aggregates, Acumen cytometry, 40 h. AID 1688. Potency, µM (doses to about 46.1 µM), without a hit: at the top dose activity change, negative = inhibition, hits mostly inhibitors. actives 1.1% (n = 220,000); also: % is scaled to controls: 0 for no effect and ±100 for the full control effect; nearly all actives have a fitted effect of over 60% in size
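Using laser scanning cytometry, GFP-positive aggregates were counted after lysis of PC12 cells induced with 100 nM tebufenozide to express HTT exon 1 Q103–GFP. Compounds were tested in titration.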
GAA glycogen: alters human alpha-glucosidase cleavage of glycogen | P10253 | actives 0.38% (n = 300,000) | recombinant GAA, glycogen substrate, Amplex Red glucose oxidase fluorescence | AID 2100 | Potency, µM (top dose mostly 76.4 µM), for the others: at the top dose activity change, negative = inhibition, actives largely listed as inhibitors;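 also: 0% = full enzyme reaction and -100% = no-enzyme basal signal; the screen sought inhibitors and activators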
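Recombinant enzyme (4 nM final) with compounds titrated up to 77 uM and bovine liver glycogen (30 ug) in citrate pH 5.0, 0.01% Tween-20, 37 C 40 min. Released glucose detected by Amplex Red/glucose oxidase (Ex 573/Em 610); AC50 from Hill fits.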
RGS12 GoLoco inh: RGS12 GoLoco-Gai1 interaction inhibition; P63096; Gai1:RGS12 GoLoco peptide FP, rhodamine, 10 min; Potency, µM (top dose mostly 61.6 µM), for the others: top-dose activity, negative = inhibition, actives largely listed as inhibitors; actives 0.44% (n = 230,000); active = well fitted inhibition curve with a large enough effect, not every such curve was filed as active; inactive = no such curve, though single readings can be large or run the other way; also: % is scaled to controls: 0 for no effect and ±100 for the full control effect; nearly all actives have a fitted effect of over 30% in size; many of its hits are not listed in these tables
Target sequence (P63096 whole entry, looked up): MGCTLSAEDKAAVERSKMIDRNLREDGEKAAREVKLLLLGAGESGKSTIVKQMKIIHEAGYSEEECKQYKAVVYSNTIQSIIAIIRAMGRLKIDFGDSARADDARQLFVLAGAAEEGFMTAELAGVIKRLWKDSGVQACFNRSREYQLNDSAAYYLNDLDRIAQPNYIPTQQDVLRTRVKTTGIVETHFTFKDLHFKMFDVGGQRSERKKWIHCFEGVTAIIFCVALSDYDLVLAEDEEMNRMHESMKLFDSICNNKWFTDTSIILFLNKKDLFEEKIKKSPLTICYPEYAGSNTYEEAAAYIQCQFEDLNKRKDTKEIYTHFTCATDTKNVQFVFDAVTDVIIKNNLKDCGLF
IMPase Li inh: cell-permeable IMPase inhibitors with lithium potentiation. actives 0.35% (n = 210,000). CHO-M1 cells, IP1 TR-FRET (IP-One), carbachol + lithium. Potency, µM (highest dose often 59.4 µM), for inactives: at the highest dose activity, negative = IMPase inhibition, usual class: inhibitors;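 also: IP1 builds up when IMPase is blocked and the TR-FRET signal falls; plate controls were basal vehicle for no effect and high inhibitor control for full effect; nearly all actives have a fitted effect of over 50% in size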
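CHO cells stably expressing M1 receptor (2000/well) were cultured 16–30 h, then exposed to compounds with a small lithium addition for 30 min at 37C. IP1 was measured by TR-FRET competition; AC50 from Hill fits.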
GAA inhib: inhibitors of human lysosomal alpha-glucosidase; P10253; purified human GAA, 4-MU-alpha-glucoside fluorescence; Potency, µM (highest dose often 76.9 µM), for the others: top-dose activity change, negative = inhibition, hits mostly inhibitors; actives 0.005% (n = 200,000);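 also: plate controls were uninhibited enzyme wells for no effect and no-enzyme background for full effect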
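Enzyme (4 nM final) mixed with compound (up to 77 uM), then 4-MU-alpha-D-pyranoside (400 uM final) added; 20 min at room temperature, pH 5.0. Reaction stopped at pH 10, fluorescence read, AC50 derived by Hill fit.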
HTT ATP protect: Huntington cell model cytoprotection by ATP luminescence; Potency, µM (series often up to 56.4 µM), without a hit: cytoprotection (ATP increase), most hits filed as activators; PC12 HTT-Q103 induced, cytoprotection, ATP luminescence, 40 h; AID 1471; actives 0.14% (n = 230,000);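 also: % of control where 0% means no effect; nearly all actives have a fitted effect of over 45% in size; toxic huntingtin expression switched on by the ecdysone agonist tebufenozide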
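Rat PC12, Q103 Htt exon1-GFP fusion, ecdysone promoter; tebufenozide inducer 100 nM final; compound titration; qHTS, 1500 cells/well; ATPlite luminescent read.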
Numbers without * were called inactive; ? = inconclusive; . = not tested or not shown; [ ] = dose if it differs, or a comment. Unless noted, calls follow the shape of the dose curve; as a rule, active = well fitted curve in the direction sought with a large enough effect; inconclusive = small, poorly fitted or top-dose-only effect, or another doubt; inactive = no such curve, though single readings can be large; an effect the other way counts as inactive or inconclusive. Potency is read from the fitted curve at half-maximal effect. A portion of the library (hit frequency here may not be typical).

Molecule | aGlu spleen mod | HTT aggregate | GAA glycogen | RGS12 GoLoco inh | IMPase Li inh | GAA inhib | HTT ATP protect
Cc1cnc(CNc2ncncc2-c2ccccc2C#N)cn1 | 14.8% | . | . | -18.9% | 9.0% | . | 4.7%
COc1ccc(S(=O)(=O)Nc2c(C)n(C)n(-c3ccccc3)c2=O)cc1 | 6.7% | -12.5% | -8.9% | -7.7% | -25.3%[38.3 µM] | 5.6% | -5.3%
C=CCc1ccc(OCCN2CCc3ccccc3C2)c(OC)c1 | 3.5% | ? | ? | 3.5% | 13.6% | -8.3% | -205.0%
Cc1ccccc1N1CCN(CCCN2C(=O)CC(=C(c3ccccc3)c3ccccc3)C2=O)CC1 | 6.0% | -15.9% | 24.7% | 104.1%[activator] | 45.6%[activator][38.3 µM] | -22.8% | -25.6%
CCOc1ccccc1NC(=O)CN(c1ccc(OC)cc1)S(=O)(=O)c1c(C)noc1C | -5.0% | 27.7% | -6.6% | 6.1% | 11.9%[38.3 µM] | -6.8% | -86.1%[inhibitor]
COc1ccc(Nc2nc(N3CCCCC3)c3ccccc3n2)cc1 | -2.9% | 17.8µM* | 5.2% | 11.3% | 21.2%[38.3 µM] | -8.3% | -81.8%[inhibitor]
COc1ccc(NC(=O)Nc2ccon2)c(OC)c1 | -4.4% | 15.3% | -5.8% | -2.4% | . | -4.7% | -20.6%
O=C(NC1CCCCC1)c1ccc(N2CCCC2=O)cc1 | 3.8% | 9.8% | 6.3% | -2.9% | -18.4%[38.3 µM] | 1.1% | -17.9%
COC(=O)Nc1nc2ccc(C(=O)c3cccs3)cc2[nH]1 | 2.0% | ? | . | 12.8% | ? | . | -142.7%[inhibitor]
COc1ccc(OCc2nnc3n2N=C(c2ccc(C)cc2)CS3)cc1 | -8.9% | -0.6% | -19.8% | 7.5% | 4.7%[38.3 µM] | -2.0% | -8.1%
Cc1cc([N+](=O)[O-])nn1CC(=O)NCc1nc2ccccc2[nH]1 | -6.2% | 3.3% | -8.4% | 5.1% | 0.4% | 0.6% | -18.9%
COc1ccc(-n2c(SCC#N)nnc2-c2cccnc2)cc1 | -3.8% | -13.0% | 4.2% | 0.3% | 17.4%[38.3 µM] | -1.3% | 13.4%
O=C(NC1CCN(Cc2ccccc2)CC1)c1cc(Br)c(Br)[nH]1 | 1.3% | -6.3% | -2.2% | 5.3% | 8.0% | -1.2% | -13.4%
COc1ccc2nccc(C(=O)O)c2c1 | 5.9%[29.1 µM] | . | . | -2.1%[21.6 µM] | -4.7% | . | -8.6%[40.3 µM]
CC(=O)OC[C@@]1(O)C[C@]23CCC4c5ccoc5CC[C@@]4(C)C2CCC1C3 (stereo partly drawn) | 6.9% | . | . | -1.3% | 4.1% | . | .
COc1ccc(CCNc2cc(C)nc3c(-c4ccccc4)c(C)nn23)cc1OC | 4.9% | 4.6% | -12.2% | 5.1% | 3.8% | -2.8% | -5.7%[1.9 µM]
CCOC(=O)C1(CCOc2ccccc2)CCN(Cc2ccc(NC(C)=O)cc2)CC1 | 1.4% | 5.2%[9.22 µM] | -9.6% | 6.1% | 18.5% | -10.0% | -3.2%[10 µM]
CCOC(=O)c1sc(C)c2c1NC1(CCCCC1)NC2=O | -0.2% | -0.4% | 3.5% | 3.2% | -2.9%[38.3 µM] | 1.0% | -19.4%
O=[N+]([O-])c1ccc2c(c1)C(O)n1nc(-c3ccccc3)nc1S2 (stereo not drawn) | -9.0% | -6.7%[9.22 µM] | 4.4% | 1.4% | . | . | 8.7%[10 µM]
Cc1cccc(N2CCc3c2nc2ccc(Br)cc2c3N)c1 | 4.7% | ? | -20.0% | 5.8% | 27.2% | 7.0% | 1.8%[10 µM]
N#CC1=C(N)N(c2ccccc2)C(c2ccccc2)C1(C#N)C#N (stereo not drawn) | 5.3% | 21.4% | -2.1% | 8.4% | -10.0%[38.3 µM] | ? | -19.7%
COc1ccc2c(-c3ccccc3)cc(SC(C)C(N)=O)nc2c1 (stereo not drawn) | 3.9% | 12.7% | 3.0% | 10.8% | -15.7% | -1.8% | 1.3%
CCN(CC)c1ccc(/C=N/NC(=O)c2ccc([N+](=O)[O-])cc2)cc1 | 4.1% | 11.1% | -1.2% | 14.6% | -3.3% | -3.8% | -2.2%
CCC(C)(C)NC(=O)C(Sc1ccccc1)c1ccccc1 (stereo not drawn) | 4.8% | -24.6%[9.22 µM] | -7.3% | 5.1% | 11.8% | . | -5.2%[10 µM]
COc1ccc(OC)c(/C=N/NC(=O)C(=O)NCc2cccnc2)c1 | -0.3% | -19.2%[9.22 µM] | 8.1% | 17.1% | 15.5% | 4.1% | 10.8%[10 µM]

Quoted from the listing (7 entries):
Molecule | aGlu spleen mod | HTT aggregate | GAA glycogen | RGS12 GoLoco inh | IMPase Li inh | GAA inhib | HTT ATP protect
O=C(NC1CCCCC1)c1ccc(N2CCCC2=O)cc1 | 3.8% | 9.8% | 6.3% | -2.9% | -18.4%[38.3 µM] | 1.1% | -17.9%
COC(=O)Nc1nc2ccc(C(=O)c3cccs3)cc2[nH]1 | 2.0% | ? | . | 12.8% | ? | . | -142.7%[inhibitor]
COc1ccc(OCc2nnc3n2N=C(c2ccc(C)cc2)CS3)cc1 | -8.9% | -0.6% | -19.8% | 7.5% | 4.7%[38.3 µM] | -2.0% | -8.1%
Cc1cc([N+](=O)[O-])nn1CC(=O)NCc1nc2ccccc2[nH]1 | -6.2% | 3.3% | -8.4% | 5.1% | 0.4% | 0.6% | -18.9%
COc1ccc(-n2c(SCC#N)nnc2-c2cccnc2)cc1 | -3.8% | -13.0% | 4.2% | 0.3% | 17.4%[38.3 µM] | -1.3% | 13.4%
O=C(NC1CCN(Cc2ccccc2)CC1)c1cc(Br)c(Br)[nH]1 | 1.3% | -6.3% | -2.2% | 5.3% | 8.0% | -1.2% | -13.4%
COc1ccc2nccc(C(=O)O)c2c1 | 5.9%[29.1 µM] | . | . | -2.1%[21.6 µM] | -4.7% | . | -8.6%[40.3 µM]

Continued:
Molecule | aGlu spleen mod | HTT aggregate | GAA glycogen | RGS12 GoLoco inh | IMPase Li inh | GAA inhib | HTT ATP protect
C/C(=N/NC(=O)c1ccc(NC(=O)c2ccc(F)cc2)cc1)c1ccccc1 | -8.0% | -3.0% | -1.0% | 15.2% | -5.1%[38.3 µM] | 1.3% | -11.6%
Cc1ccc(C(=O)CCNc2ccc(F)c(Cl)c2)o1 | 4.3% | -20.9% | -0.7% | 5.0% | -2.8%[38.3 µM] | -12.1% | -28.5%
CC(C)n1cnnc1SCC(=O)Nc1ccc(Br)cc1F | -6.4% | 10.3% | -13.0% | 1.8% | -5.7% | 9.2% | -23.2%
O=C(CCCn1c(=O)c2ccccc2n(Cc2ccccc2)c1=O)NCc1ccco1 | 3.2% | 13.7%[9.22 µM] | -0.2% | 1.0% | -14.3%[38.3 µM] | -1.8% | 10.7%
COc1ccccc1OCCCn1c(C)c(C#N)c2ccccc21 | -1.3% | ? | -13.2% | 3.2% | 5.7%[38.3 µM] | -0.9% | 7.9%
Cc1cc(C)n(C(=O)CSc2nnc(SCC(=O)n3nc(C)cc3C)s2)n1 | -0.5% | 5.4% | -7.7% | . | . | -6.8% | -0.6%
CSCCC(N=Cc1c(O)n(-c2ccc(F)cc2)c(=O)[nH]c1=O)C(=O)O (stereo not drawn) | 0.9% | -21.7%[9.22 µM] | -7.3% | 20.9% | 2.0%[38.3 µM] | -9.8% | -10.9%[0.074 µM]
Cc1cccc2cc(-c3nc4c(C)cccn4c3NCc3ccco3)c(=O)[nH]c12 | -2.5% | -9.7% | 18.8% | 9.6% | 16.1%[38.3 µM] | -5.2% | 19.5%[10 µM]
CC(=O)Nc1ccc(S(=O)(=O)NCC2CCC(C(=O)NCc3ccccc3)CC2)cc1 (stereo not drawn) | 5.2% | -8.1% | 5.0% | 1.2% | -7.6% | -8.3% | ?
O=C(NCCCCc1ccccc1)C1CC(c2ccccc2[N+](=O)[O-])=NO1 (stereo not drawn) | -0.8% | -3.7% | 2.5% | -3.4% | -10.8%[38.3 µM] | 5.8% | -4.2%
Cc1c(C(=O)N/N=C/c2ccc(O)c(Br)c2)sc(N)c1C#N | -10.8% | ? | -5.3% | 10.8% | 9.3% | -9.0% | 15.3%[10 µM]
O=C(c1cc(Br)c(Br)s1)N1CCN(C/C=C/c2ccccc2)CC1 | -19.8% | -25.7% | -9.3% | -11.8% | 34.9%[activator][38.3 µM] | -8.6% | -27.3%
Cc1ccc2oc(=O)n(CC(=O)O)c2c1 | 6.9% | 11.4% | 3.2% | -16.3% | 4.5%[38.3 µM] | -6.2% | -2.0%
CC(C)c1ccc(NC(=O)CSc2nc3c(c(=O)[nH]2)CCC3)cc1 | 5.0% | -5.3% | 5.4% | 10.9% | -6.7% | 3.7% | 9.2%[10 µM]
COc1cc(Cl)c(C)cc1NC(=S)NN | -0.8% | -3.0% | -25.5% | 3.4% | 0.9% | 2.4% | -35.9%[inhibitor]
NC(CSCSCC(N)C(=O)O)C(=O)O (stereo not drawn) | -2.1% | . | . | 3.0% | 1.1% | . | .
CCN(CC)c1ccc2c(c1)oc(=O)c1c(Cl)cc(=O)oc12 | -6.8% | 12.6µM* | -2.2% | 33.7%[activator] | 35.3%[activator][38.3 µM] | 1.4% | -39.7%[inhibitor]
COc1ccc(NC(=O)CCNS(=O)(=O)c2cccc3nsnc23)cc1OC | 4.5% | 9.9% | -2.3%[76.3 µM] | 7.5% | 1.4% | -0.3% | .
CCOC(=O)c1c(C)[nH]c(C(=O)CN2CCN(CC)CC2)c1C | -0.6% | -12.8%[9.22 µM] | 6.5% | 79.0%[activator] | . | . | -7.9%[10 µM]
N/C(Cc1ccc([N+](=O)[O-])cc1)=N\OC(=O)C1CCCCC1 | -0.7% | 17.5%[9.22 µM] | -8.5% | -7.2% | 7.8% | 5.6% | -0.3%[10 µM]
CC1=Nc2ccccc2N=C(N)C1c1ccccc1 (stereo not drawn) | 5.5% | -6.0%[9.22 µM] | 15.8µM* | 12.2% | 3.1% | 3.2% | -170.3%[inhibitor]
O=C(NNc1cc(Cl)ccc1Cl)C1CCC1 | 1.1% | 11.9%[9.22 µM] | -19.1% | -3.6% | . | . | 10.1%[10 µM]
